MT1-MMP act inh: MT1-MMP (human) activation inhibition. P50281. HT1080 RFP-PRO-GFP cells, GFP/RFP ratio fluorescence, overnight; percent of plate control window, DMSO zero. GFP/RFP ratio change, % at 20 µM. 360,000 tested, 0.061% active;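 active = GFP/RFP ratio change of at least 30% with cell ATP level not reduced by more than half and red fluorescence within 50% of control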; also: strong numbers were not always called active
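Read-out: GFP/RFP fluorescence ratio; Test system: RFP-PRO-GFP reporter HT1080 cells; Compound dosing: single-point 20 µM compound, 1% DMSO; Times: overnight compound exposure at 37 °C.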
FAS-TE inh: blocks the thioesterase domain of human fatty acid synthase | P49327 | inhibition, % at 15 µM | 360,000 tested, 0.67% active | AID 602261 | recombinant FAS-TE, OMFH fluorogenic substrate, fluorescence endpoint;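 active = compounds whose normalised, plate-corrected inhibition of enzyme fluorescence in the single-dose primary screen is 50% or more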;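 also: 0% = DMSO with enzyme and 100% = substrate without enzyme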
MsrA act: bovine methionine sulfoxide reductase A activation; activation, % at 10.6 µM; AID 602163; purified bovine MsrA, absorbance read-out; 360,000 tested, 0.3% active; in the data active = activation above about 7.5%;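 also: 0% = vehicle and 100% = reference activator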
eLon inh: E. coli protease La inhibition. P0A9M0. purified E. coli Lon protease, fluorescence polarization. inhibition, % at 7.94 µM. 360,000 tested, 0.42% active. AID 602123; in the data active = inhibition above about 13%, passing the limit was not always enough;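 also: 0% = enzyme with probe and DMSO and 100% = no enzyme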
Target sequence (P0A9M0 whole entry, looked up): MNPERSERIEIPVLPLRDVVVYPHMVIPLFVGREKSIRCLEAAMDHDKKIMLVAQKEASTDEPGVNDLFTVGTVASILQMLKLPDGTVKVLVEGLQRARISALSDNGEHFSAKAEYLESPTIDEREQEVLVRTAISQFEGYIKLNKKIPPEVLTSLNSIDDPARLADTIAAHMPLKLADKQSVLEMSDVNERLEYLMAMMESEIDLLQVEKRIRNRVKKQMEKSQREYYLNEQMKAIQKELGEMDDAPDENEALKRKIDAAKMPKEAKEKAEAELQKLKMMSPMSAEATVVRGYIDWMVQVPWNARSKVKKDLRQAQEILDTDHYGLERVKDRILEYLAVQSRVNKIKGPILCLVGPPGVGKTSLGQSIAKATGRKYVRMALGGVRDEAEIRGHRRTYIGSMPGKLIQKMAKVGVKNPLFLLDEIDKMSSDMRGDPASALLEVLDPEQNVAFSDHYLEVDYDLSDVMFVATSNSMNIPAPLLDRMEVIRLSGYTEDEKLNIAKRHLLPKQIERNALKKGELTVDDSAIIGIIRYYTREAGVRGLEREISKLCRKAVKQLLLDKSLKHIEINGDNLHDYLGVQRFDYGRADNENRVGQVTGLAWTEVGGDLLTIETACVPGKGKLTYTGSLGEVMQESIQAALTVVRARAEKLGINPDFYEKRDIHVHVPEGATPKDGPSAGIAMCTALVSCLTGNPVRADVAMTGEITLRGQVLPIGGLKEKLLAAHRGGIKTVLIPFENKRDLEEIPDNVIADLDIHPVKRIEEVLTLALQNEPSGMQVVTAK
Rin1-Abl PPI inh: blocks binding of human Rin1 to Abl; 360,000 tested, 0.4% active; TR-FRET Rin1/Abl binding, biochemical; inhibition, % at 7.35 µM; AID 588664; P00519+Q13671; in the data active = inhibition above about 5%, passing the limit was not always enough
PABP1 MLLE inh: blocks PAM2 peptide binding to the PABP1 MLLE domain; GST-MLLE / FITC-PAM2 fluorescence polarization; 360,000 tested, 0.36% active; AID 588489; inhibition, % at 20 µM; in the data active = inhibition above about 35%, passing the limit was not always enough;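 also: plate controls were DMSO wells with GST-MLLE for no effect and wells lacking GST-MLLE protein for full effect; some results filed as inactive read as strong as hits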
Rpn11 block: blocks the human proteasome subunit Rpn11; 360,000 tested, 0.59% active; O00487; human 26S proteasome, Ub4-pepOG fluorescence polarization; 20S core pre-blocked with epoxomicin; calls only at 20 µM; AID 588493;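 active = inhibition at 20 µM, scaled to each plate's controls, above about 33%, limit read from the data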
Target sequence (O00487 whole entry, looked up): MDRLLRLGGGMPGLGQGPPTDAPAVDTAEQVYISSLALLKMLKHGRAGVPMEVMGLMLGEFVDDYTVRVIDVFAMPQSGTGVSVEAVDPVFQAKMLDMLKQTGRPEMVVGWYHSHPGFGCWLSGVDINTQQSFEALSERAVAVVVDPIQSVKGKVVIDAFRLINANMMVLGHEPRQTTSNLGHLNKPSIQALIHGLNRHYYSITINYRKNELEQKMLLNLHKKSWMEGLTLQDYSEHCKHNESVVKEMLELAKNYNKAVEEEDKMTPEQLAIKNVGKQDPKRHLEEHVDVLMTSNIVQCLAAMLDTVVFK
MsrA inhibitor: inhibits bovine methionine sulfoxide reductase A; purified bovine MsrA, absorbance read-out; 360,000 tested, 0.75% active; inhibition, % at 15.5 µM; in the data active = inhibition above about 4.5%;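 also: 0% = vehicle wells with enzyme and 100% = reference inhibitor wells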
CSN inh: inhibitors of human CSN-mediated cullin deneddylation; inhibition, % at 12.5 µM; Q92905; 360,000 tested, 0.38% active; AID 651999; Purified CSN, SCF-Nedd8-OG deneddylation, fluorescence polarization;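 active = pattern-corrected inhibition above about 35%, with an unprinted fluorescence ratio check between 0.5 and 1.5, limit read from the data, passing the limit was not always enough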;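 also: 0% = enzyme with substrate and 100% = substrate without enzyme; some results filed as inactive read as strong as hits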
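Detection – fluorescence polarization · System – HEK293T-derived human Csn5 enzyme · Controls – substrate-only high control, full reaction low control · Timing – 90 min, room temperature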
The depositor's hits bear a star; i = inactive; x = no result given.

Structure	MT1-MMP act inh	FAS-TE inh	MsrA act	eLon inh	Rin1-Abl PPI inh	PABP1 MLLE inh	Rpn11 block	MsrA inhibitor	CSN inh
CCC1CCCCN1C(=O)CSc1nnc(CNC(=O)c2c(F)cccc2Cl)o1 (centres undefined)	-2.2	-3.8	-0.7	1.4	0.4	4.1	i	-0.6	2.7
O=C(Nc1cccc(NC(=O)c2cccc(F)c2)c1)c1ccccc1	-1.3	3.5	-0.8	-1.8	5.1	2.3	i	-0.3	3.7
NC(=O)C1CCN(CC(O)COCc2ccccc2Cl)CC1 (centres undefined)	-0.6	-7.5	-5.4	-2.2	1.4	-7.4	i	0.0	-2.2
Cc1cccc(NC(=O)CNC(=O)c2ccc3c(c2)OCO3)n1	0.4	-4.9	-3.0	-0.6	-2.8	-1.2	i	-0.5	-2.9
CNC(=S)NCCN1CCOCC1	-0.4	-10.6	-5.1	-3.7	-0.6	-10.2	i	0.0	-1.5
COc1ccc(-c2nc3cc(NC(=O)Cc4ccc(OC)c(OC)c4)ccc3o2)cc1	6.2	1.6	-14.0	5.9	1.1	-0.8	i	3.5	42.7*
Cc1cccc(C)c1OCc1cc(C(=O)N2CCC(c3ccncc3)CC2)no1	-1.0	5.3	-2.8	3.0	-3.3	-2.4	i	1.0	6.4
NC(N)=NS(=O)(=O)c1ccc(NC(=S)NC(=O)c2ccncc2)cc1	-5.3	-4.1	-4.2	1.9	0.5	25.4	i	-0.2	-1.8
O=C(NCC(c1cccnc1)N1CCN(c2ccc(F)cc2)CC1)c1ccccc1 (centres undefined)	2.7	-2.2	0.1	-6.8	2.9	0.1	i	0.6	-2.6
CCN(CC(=O)Nc1ccccc1Br)C1CCCCC1	-4.8	13.3	-3.7	-1.2	-1.9	4.1	i	-1.8	0.6
CCCCOP(=O)(c1ccc(N(C)C)cc1)C(O)c1ccc(OC)cc1 (centres undefined)	0.8	-1.8	0.1	-7.5	-1.4	8.3	i	-0.1	1.9
COc1ccc(-c2csc(C(C)(O)c3ccc(F)c(F)c3)n2)cn1 (centres undefined)	3.6	16.6	-1.3	3.3	-1.2	-2.2	i	-1.1	0.9
CCOc1ccc(N2C(=O)CC(Sc3nc(C)cc(C)c3C#N)C2=O)cc1 (centres undefined)	x	-9.0	-10.2	4.1	4.8	9.5	i	-0.4	-0.7
CCOc1ccccc1CNC(=O)CCCn1ncn2c(cc3occc32)c1=O	1.3	-7.7	-2.4	-6.2	-1.2	-13.5	i	1.2	0.5
Fc1ccccc1CSc1nnc(-c2cccs2)o1	2.9	10.9	4.5	2.1	0.6	-8.6	i	0.8	-0.6
CC1(c2nnnn2Cc2ccccc2)CCC(=O)N1CCCN1CCOCC1 (centres undefined)	3.9	-9.2	-1.9	-5.7	x	x	x	0.4	-1.8
COc1ccc(Cl)cc1C(=O)NCCCSc1ccccc1	3.1	25.4	1.2	-8.3	0.6	-6.0	i	-0.5	7.3
CCc1ccc2oc(-c3ccc(OC)cc3)cc(=Nc3cccc(C(=O)O)c3)c2c1	5.2	10.7	-0.9	-0.6	1.1	-3.1	i	3.9	5.8
Cc1n[nH]c(C)c1S(=O)(=O)N(CC(=O)N1CCc2ccccc21)c1ccc(C(C)C)cc1	-10.6	3.9	-6.5	0.1	2.1	0.8	i	-0.9	2.4
CCn1ccc(C(=O)Nc2ccc(Cl)cn2)n1	2.9	3.5	-0.3	-13.2	-1.3	-7.0	i	-0.6	-6.1
Cc1cc(=O)oc2cc(OCC(=O)N3CCN(c4ccccc4)CC3)ccc12	0.2	25.8	-0.9	-7.0	1.8	9.0	i	0.1	-1.7
CC1=C(C(=O)N2CCCCCC2)CC(CC(=O)NCCCCc2ccccc2)C(=O)N1CCC1=CCCCC1 (centres undefined)	-7.1	32.3	0.6	0.0	x	x	x	-0.9	-0.9
CCCc1nc(C)c2c(=O)[nH]c(-c3cc(S(=O)(=O)N4CCN(CC)CC4)ccc3OCC)nn12	2.1	-2.8	-12.7	-7.5	-2.1	-5.8	i	-0.2	-4.5
Cc1ccc(NC(=O)CN2C(=O)NC(C)(c3ccc(Cl)cc3)C2=O)cc1S(=O)(=O)N1CCOCC1 (centres undefined)	0.6	9.1	-1.1	13.2	-0.2	-20.6	i	-0.1	-0.1
Cc1cc(NC(=O)COC(=O)c2ccc(Cl)cc2)no1	-2.3	2.5	-1.7	-6.0	-0.7	8.5	i	-0.7	-4.9
Cc1cccc(NC(=O)NNS(=O)(=O)c2ccc(F)cc2)c1	-3.5	-9.9	-13.0	-0.2	2.4	5.4	i	-0.7	-14.2
Cc1ccc(CCNc2ncnc(Cl)c2N)cc1	0.1	-1.9	-2.0	-7.6	-1.2	17.7	i	0.3	-1.9
Cc1ccc(Sc2ccc(N)cc2C#N)cc1	-1.8	7.8	-0.1	-3.3	-3.1	7.0	i	1.2	1.5
Clc1cncc(Cl)c1N/N=C/c1ccccc1	-1.0	12.3	-3.5	6.2	-2.9	-10.4	i	-0.1	-5.4
Cc1cc(C)c(NC(=O)NC(=O)C(Cl)(Cl)Cl)c(C)c1	-1.3	-1.9	-2.3	-3.0	3.2	-12.3	i	1.0	-4.8

Four entries from above, ordered by heavy-atom count, largest number first.
Structure	MT1-MMP act inh	FAS-TE inh	MsrA act	eLon inh	Rin1-Abl PPI inh	PABP1 MLLE inh	Rpn11 block	MsrA inhibitor	CSN inh
CC1=C(C(=O)N2CCCCCC2)CC(CC(=O)NCCCCc2ccccc2)C(=O)N1CCC1=CCCCC1 (centres undefined)	-7.1	32.3	0.6	0.0	x	x	x	-0.9	-0.9
Cc1n[nH]c(C)c1S(=O)(=O)N(CC(=O)N1CCc2ccccc21)c1ccc(C(C)C)cc1	-10.6	3.9	-6.5	0.1	2.1	0.8	i	-0.9	2.4
Cc1cccc(NC(=O)NNS(=O)(=O)c2ccc(F)cc2)c1	-3.5	-9.9	-13.0	-0.2	2.4	5.4	i	-0.7	-14.2
Clc1cncc(Cl)c1N/N=C/c1ccccc1	-1.0	12.3	-3.5	6.2	-2.9	-10.4	i	-0.1	-5.4

(more compounds)
Structure	MT1-MMP act inh	FAS-TE inh	MsrA act	eLon inh	Rin1-Abl PPI inh	PABP1 MLLE inh	Rpn11 block	MsrA inhibitor	CSN inh
Cc1cc(C)nc(SCCn2c(N3CCCCC3)nc3c2c(=O)n(C)c(=O)n3C)n1	-1.4	-3.9	-3.4	-0.9	-0.5	-5.5	i	0.2	-0.2
CC(=O)c1sc2nc(C)c3c(c2c1N)CCCC3	-13.0	1.3	-4.0	2.7	-2.9	13.8	i	2.9	-1.9
COCC(=O)Nc1cc(C(=O)Nc2cccc(C)c2C)ccc1Cl	-4.3	-8.7	-2.5	-1.5	1.0	-12.7	i	-0.6	0.2
O=C(NCc1ccco1)C1CC(=O)N(c2ccc(O)cc2)C1 (centres undefined)	-2.1	-7.3	-3.8	-7.8	-0.6	1.3	i	1.5	0.0
COc1ccc(NC(=O)COC(=O)CCc2ccccc2)c(OC)c1	-3.0	0.6	-13.2	0.8	1.5	-7.8	i	-1.7	4.8
COCCCn1c(=O)c2ccccc2n(Cc2cccc(C)c2)c1=O	-0.7	4.6	-3.5	-1.0	0.7	9.6	i	-0.7	3.4
C[C@@H]1O[C@@H](O[C@@H]2C(=O)c3c(O)cc(O)cc3O[C@H]2c2ccc(O)c(O)c2)[C@H](O)[C@H](O)[C@H]1O	2.5	-7.9	-8.3	-5.8	5.1	-3.8	i	3.6	-0.8
CC(=O)Nc1c(C(=O)N2CCOCC2)sc2nc3c(cc12)COC(C)(C)C3	5.4	-4.3	-1.3	-12.7	5.3	-4.1	i	0.7	-2.9
O=C(NCc1ccco1)c1ccc(-c2ccc3nccn3c2)cc1	-3.9	-7.0	-0.1	-26.3	-7.8	14.8	i	-0.6	7.3
CCc1ccccc1NC(=O)CSc1n[nH]c(C)c1[N+](=O)[O-]	-0.2	-6.9	-2.2	-16.3	0.6	-8.4	i	0.4	2.2
COc1ccc(-c2csc3ncnc(N4CCN(S(=O)(=O)c5cccc(F)c5)CC4)c23)cc1	-8.6	36.4	-5.4	-8.0	4.2	-19.6	i	-0.2	5.5
C=CCC[C@@H](Cc1ccc(F)cc1)C(=O)OCCNC(=O)[C@@H](CC=C)CC(=O)N[C@H](CO)Cc1ccccc1	5.1	9.0	-1.5	-3.2	-3.4	9.9	i	-1.3	0.4
O=S(=O)(c1ccc(Cl)s1)N1CCNCC1	0.0	-0.8	-6.6	4.3	2.3	8.1	i	1.3	2.2
COc1ccc(/C=C2/C(=O)N(CC3CCCO3)C(=S)N2C)c(OC)c1 (centres undefined)	-2.4	2.6	-3.0	-3.1	-3.1	-11.1	i	1.5	-0.8
COc1cc(CC(=O)Nc2cccc(S(=O)(=O)N(C)c3ccccc3)c2)cc(OC)c1OC	5.3	10.6	-4.0	-0.9	5.3	5.1	i	0.4	-1.5
C/C(=N\NC(=O)c1nn(C)c(C)c1Br)c1ccc(NC(=O)c2ccccc2F)cc1	2.2	-8.9	-1.2	0.7	0.4	3.5	i	-0.1	2.7
CC(C)C[C@H]1CNC(=O)C(=O)N1C[C@@H]1CCCN1C[C@H](CC(C)C)N1C[C@H](Cc2ccc(O)cc2)N(CCc2ccccc2)C(=O)C1=O	-2.6	-5.6	-6.9	0.0	x	x	x	0.6	-2.4
CCCCC(=O)Nc1nn(CC)c2nc3c(C)cccc3cc12	-2.0	-3.4	-0.6	-14.8	1.6	2.7	i	0.5	0.5
Cc1c2c(nc3ccccc13)CCC(C)C2 (centres undefined)	-0.2	-1.2	-0.8	5.9	-4.9	-14.7	i	-0.2	3.0
COCCn1c(SCC(=O)N2CCOCC2)nc2ccccc2c1=O	1.2	-4.0	-0.6	-11.1	1.5	-5.9	i	-1.1	1.4
CCOc1cc(C2CC(=O)NC3=C2C(=O)C(C(=O)OC)C(C)C3)cc(Cl)c1O (centres undefined)	-0.1	6.2	-10.9	-4.8	-2.1	11.4	i	0.1	-7.9
CCCS(=O)(=O)NC(=O)C1(C)CCN(C(=O)c2cncc(Br)c2)C1 (centres undefined)	-1.8	-4.9	-2.0	-6.3	-3.2	-1.4	i	-0.8	-1.7
COC(=O)CSc1nc2nc(-c3cccs3)cc(C(F)(F)F)c2c(=O)[nH]1	1.0	2.3	-2.6	-5.3	0.8	4.9	i	0.3	-5.1
Cc1ccccc1C1CC(c2cccs2)Nc2nnnn21 (centres undefined)	-1.4	-2.1	-7.3	0.2	-3.9	-5.8	i	-0.2	7.1
O=C1NNC(=O)C2C3C=CC(C4CC34)C12 (centres undefined)	1.9	-4.7	-3.5	-1.0	0.4	-10.6	i	1.0	0.2
COc1cccc(OC)c1C(=O)N1CCN(Cc2ccncc2)CC1	-1.3	-5.8	-4.3	1.2	-0.8	9.1	i	1.3	1.8
O=C(Cn1cc([N+](=O)[O-])cn1)Nc1ccc(Cn2cc(Br)cn2)cc1	3.5	10.0	-1.3	-2.3	-1.7	-1.7	i	0.5	-1.1
CC(C)C[C@H](CO)Nc1nc(Nc2cccc(Cl)c2)c2ncn(C(C)C)c2n1	-6.6	4.7	-1.7	-18.0	5.7	-16.9	i	-0.7	-4.2
O=C(NC1CCN(C(=O)NCc2ccccc2)CC1)c1ccc(F)cc1	2.4	-2.2	-1.5	1.9	-0.2	6.1	i	-0.5	4.7

Bioassay records: PubChem BioAssay, several laboratories

An unsorted share of the library; about 3.7% have a hit in one of these screens.
